Source: PubChem BioAssay
Arrestin-AP2 inh: blocks beta-arrestin peptide binding to AP2 adaptin; FITC-arrestin peptide / GST-AP2 beads, flow cytometry; AP2 beta2 appendage carries R879A mutation; inhibition, % at 10 µM; hit rate 0.31% among 340,000; AID 504490;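 active = inhibition above a set limit, near 3 SD of compounds lacking own fluorescence, cut at about 54% in these data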;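 also: plate controls were DMSO wells for no effect and 5 µM unlabelled arrestin peptide for full effect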
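System: GST-AP2 R879A bound to glutathione beads, E. coli-expressed. Also added: 50 nM FITC-arrestin peptide. Schedule: compound with beads 12 min RT, then probe 1 h RT. Signal: bead flow cytometry, FITC channel. Read-out basis: percent response.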
V-ATPase pH: yeast V-ATPase proton transport regulation by pHLuorin; S. cerevisiae, pHLuorin cytosolic pH fluorescence; response, % at 10 µM; hit rate 0.37% among 350,000; AID 504577; in the data active = response mostly above about 7.3%, no sharp cut-off; inactive = mostly below about 5.4%; also: actives read high; inactives centre near 0; some compounds called inactive have numbers as strong as hits; reference of the scale not given here
OPRM1-OPRD1 inv: inverse agonist of human OPRM1-OPRD1 heterodimerization; P35372+P41143; cell-based MOR-DOR heterodimer luminescence, inverse agonism; inhibition, % at 9.3 µM; hit rate 0.21% among 340,000; AID 504357; in the data active = inhibition above about 22%, passing the limit was not always enough;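 also: 0% = cells with DMSO and 100% = wells without cells with DMSO; values of inactives mirror those of a sister screen read the other way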
HTR5A inv ctr: HTR5A inverse agonism, opioid heterodimer counter-screen; inhibition, % at 9.3 µM; HTR5A cell line, luminescence; hit rate 0.083% among 340,000; in the data active = inhibition mostly above about 23%, no sharp cut-off; inactive = mostly below about 18%;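 also: 0% = cells with DMSO and 100% = no-cell wells with DMSO; some compounds called inactive have numbers as strong as hits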
DSG3 Ab inh: blocks pemphigus antibody binding to human desmoglein-3 | DSG3-coupled beads, scFv-anti-DSG3-GFP binding, flow cytometry; active compounds read low | binding (percent of control), % at 10 µM | hit rate 0.48% among 310,000 | P32926;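 active = binding more than 3 SD below its plate's average and above zero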;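 also: hits lower antibody fragment binding to DSG3; some compounds called inactive have numbers as strong as hits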
PKA-R1A act: PKA-R1A complex activation; P00514+P68181; PKA-R1A dissociation, Cy5-IP20 fluorescence polarization; scaled: DMSO 0%, 113 µM cGMP 100%; activation, % at 11.4 µM; hit rate 0.083% among 340,000; AID 504707;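 active = percent activation above the mean of all tested compounds plus 3 SD, cut at about 19% in these data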;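 also: higher means more PKAc released from R1A so a rise in polarization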
DAGLB inh: diacylglycerol lipase beta (human) inhibition; AID 504411; inhibition, % at 5.17 µM; HEK293T DAGLB membrane lysate, EnzChek fluorogenic substrate; hit rate 0.059% among 340,000; in the data active = inhibition above about 34%;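 also: 0% = enzyme with vehicle and 100% = wells lacking enzyme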
Target sequence (Q8NCG7 whole entry, looked up): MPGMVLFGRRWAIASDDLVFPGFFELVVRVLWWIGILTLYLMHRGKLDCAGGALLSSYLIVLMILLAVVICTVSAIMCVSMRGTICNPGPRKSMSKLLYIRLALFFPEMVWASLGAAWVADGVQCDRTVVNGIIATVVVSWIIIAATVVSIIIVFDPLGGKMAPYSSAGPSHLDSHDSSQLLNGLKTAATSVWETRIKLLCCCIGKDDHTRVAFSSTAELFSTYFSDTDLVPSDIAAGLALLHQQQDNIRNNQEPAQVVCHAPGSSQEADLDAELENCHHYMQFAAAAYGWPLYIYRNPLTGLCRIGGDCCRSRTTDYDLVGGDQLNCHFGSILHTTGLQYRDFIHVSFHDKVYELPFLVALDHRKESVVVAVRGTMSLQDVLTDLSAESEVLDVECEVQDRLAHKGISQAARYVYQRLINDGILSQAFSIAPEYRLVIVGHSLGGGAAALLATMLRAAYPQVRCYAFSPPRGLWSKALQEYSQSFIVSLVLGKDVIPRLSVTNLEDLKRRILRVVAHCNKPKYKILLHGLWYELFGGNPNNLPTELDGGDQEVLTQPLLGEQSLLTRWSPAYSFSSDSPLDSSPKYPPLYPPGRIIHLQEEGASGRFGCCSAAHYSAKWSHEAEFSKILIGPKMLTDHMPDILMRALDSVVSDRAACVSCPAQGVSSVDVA
PKA-R2B activ: activators of human PKA-R2B complex; activation, % at 11.4 µM; AID 504700; hit rate 0.079% among 340,000; PKA-R2B holoenzyme dissociation, Cy5-IP20 fluorescence polarization; R2B truncated from residue 108, S112A mutant; 0% DMSO only, 100% 113 µM cGMP; P22694+P31323;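 active = activation above a cutoff set at the mean over all compounds plus 3 SD, cut at about 18% in these data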;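 also: higher means more holoenzyme dissociation and a rise in polarization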
Target sequence (P31323 whole entry, looked up, other chains not shown, the tested form may be a part): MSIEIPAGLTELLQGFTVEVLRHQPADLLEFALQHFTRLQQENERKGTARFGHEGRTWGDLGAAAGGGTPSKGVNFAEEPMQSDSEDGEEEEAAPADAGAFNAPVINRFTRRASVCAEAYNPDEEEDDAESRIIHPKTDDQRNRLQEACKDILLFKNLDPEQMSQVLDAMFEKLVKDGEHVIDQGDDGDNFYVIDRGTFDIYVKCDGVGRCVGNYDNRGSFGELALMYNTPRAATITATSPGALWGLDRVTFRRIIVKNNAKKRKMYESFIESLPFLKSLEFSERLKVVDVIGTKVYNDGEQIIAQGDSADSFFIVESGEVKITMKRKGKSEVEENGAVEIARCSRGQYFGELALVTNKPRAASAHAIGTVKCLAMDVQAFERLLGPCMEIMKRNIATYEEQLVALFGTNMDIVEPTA
MOR-DOR ag: OPRM1-OPRD1 heterodimerization agonism. P35372+P41143. cells, luminescence. activation, % at 9.3 µM. hit rate 0.3% among 340,000. AID 504326; in the data active = activation above about 18%;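 also: 0% = vehicle-treated cells and 100% = reference agonist; values of inactives mirror those of a sister screen read the other way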
HTR5A ag: HTR5A agonism, opioid heterodimer counter-screen; P47898; HTR5A agonist assay, luminescence, cell-based; activation, % at 9.3 µM; hit rate 0.61% among 340,000; in the data active = activation mostly above about 9.5%, no sharp cut-off; inactive = mostly below about 7.6%;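 also: 0% = cells with vehicle only and 100% = reference agonist; strong numbers were not always called active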
* = called active by the depositor; . = not tested or not shown.

1) CCCCN(C(=O)COC(=O)c1nc2nccc(C)n2n1)C1CCS(=O)(=O)C1 (stereo unspecified)
2) S=c1[nH]nc(Cc2ccccc2)n1Cc1ccco1
3) COCC(=O)N(C)c1nnc(-c2cnc(C)cn2)s1
4) Cc1cccc(NC(=O)N(Cc2cc3cc(C)ccc3[nH]c2=O)CC2COCCO2)c1 (stereo unspecified)
5) O=C(N/N=C/c1cn[nH]c1-c1ccc(F)cc1)c1ccncc1
6) CCc1ccc(N(CC(=O)N2CCCCCC2)S(C)(=O)=O)cc1
7) O=C(NCCN1CCN(C(=O)c2ccc([N+](=O)[O-])cc2)CC1)C(=O)NCc1ccccc1
8) Cc1[nH][nH]c(=O)c1N=Nc1ccc(Cl)cc1
9) COC(=O)c1cc(S(=O)(=O)NCc2ccccc2)c[nH]1
10) CN1CCC(N(C)S(=O)(=O)c2ccc(NC(=O)COc3ccc(Br)cc3Cl)cc2)CC1
Screen / compound no.	1	2	3	4	5	6	7	8	9	10
PKA-R2B activ	0	-4	-9	0	-1	0	-8	-10	-4	-9
HTR5A ag	-7	-1	-2	0	4	-2	2	-4	4	-3
DSG3 Ab inh	97	.	102	109	95	106	103	86	107	103
MOR-DOR ag	-1.0	-2.7	-1.2	-0.1	-1.0	-3.7	-1.8	-1.4	-0.9	2.6
OPRM1-OPRD1 inv	4	14	7	1	6	17	9	7	5	-17
HTR5A inv ctr	18	6	-20	35	-10	8	-20	6	-12	7
PKA-R1A act	5	-12	-10	-2	9	10	-3	9	-7	-8
V-ATPase pH	0	-2	-1	-2	1	-3	3	-3	1	-4
DAGLB inh	-1	3	3	3	-2	-1	1	11	-1	1
Arrestin-AP2 inh	13	-3	-3	22	-4	-2	3	1	-3	0

11) Cc1nc2ccccc2c(C)c1CC(=O)N(C)CC(=O)Nc1cccc(F)c1
12) Cc1c(N(C)C(=O)C2CCCN2S(=O)(=O)c2ccccc2)c(=O)n(-c2ccccc2)n1C (stereo unspecified)
13) CC(C)CC(c1nnnn1C(C)C)N1CCN(C(=O)c2ccco2)CC1 (stereo unspecified)
14) COC(=O)c1ccc(C(=O)OC)c(NC(=O)COC(=O)C23CC4CC(CC(O)(C4)C2)C3)c1
15) CC(C)C(NC(=O)c1ccc(C(C)(C)C)cc1)C(=O)NC1=NCCS1 (stereo unspecified)
16) O=C(c1ccc2snnc2c1)N1CCSCC1
17) COc1ccc(CCn2c(=N)c(C(=O)NC3CCCCC3)cc3c(=O)n4ccccc4nc32)cc1
18) CS(=O)(=O)N1CCCC(C(=O)NCc2cccs2)C1 (stereo unspecified)
19) COc1ccc(C(C)(C)C)cc1NC(=O)CCNC(=O)c1ccco1
20) CN(CC(O)COCc1cccs1)C1CCCCC1 (stereo unspecified)
Screen / compound no.	11	12	13	14	15	16	17	18	19	20
PKA-R2B activ	6	6	1	-12	-19	-14	-2	-9	2	4
HTR5A ag	4	11	6	-1	0	-4	-2	8	2	-3
DSG3 Ab inh	96	99	101	103	103	102	110	100	86	106
MOR-DOR ag	-4.5	-1.6	-0.6	-1.5	-1.4	-0.3	-3.8	-2.2	0.0	-0.1
OPRM1-OPRD1 inv	23	9	4	9	9	1	19	12	0	0
HTR5A inv ctr	-12	10	-18	-28	1	9	9	0	-5	-3
PKA-R1A act	-2	2	-8	-3	1	-2	2	2	8	3
V-ATPase pH	-1	6	0	-3	-1	0	-3	0	-1	1
DAGLB inh	2	2	-1	-3	-2	0	1	-3	0	-1
Arrestin-AP2 inh	-9	4	-7	-6	23	12	0	3	-5	45

21) O=C(COC(=O)CNC(=O)c1ccccc1Cl)Nc1ncc(C(F)(F)F)cc1Cl
22) COc1ccc2[nH]cc(CCn3ccc(O)c(C/C=C/c4ccccc4)c3=O)c2c1
23) O=C(C(Cc1ccccc1)n1cccc1)N1CCN(c2ccccc2)CC1 (stereo unspecified)
24) CN1C(C(=O)NCc2cccc(Br)c2)CC2Cn3c(nc4ccccc43)C21 (stereo unspecified)
25) O=C(NCc1ccc(Cl)cc1)C1CCN(S(=O)(=O)c2cccc3nonc23)CC1
26) O=c1nc2c(-c3ccccc3F)n[nH]n2c2ccccc12
27) Cc1ccc2[nH]c(=O)c3cc(C(=O)N(C)C4CCCCC4)sc3c2c1
28) O=C1COc2ccc(S(=O)(=O)NCc3ccccc3)cc2N1
29) Cc1cccnc1NC(=O)c1ccc(S(=O)(=O)N2CC(C)OC(C)C2)cc1 (stereo unspecified)
30) Cn1cccc1C(=O)NS(=O)(=O)c1ccccc1Cl
Screen / compound no.	21	22	23	24	25	26	27	28	29	30
PKA-R2B activ	-11	-7	-13	-1	-6	0	-2	-3	-7	4
HTR5A ag	-1	5	9	2	-1	0	-1	-2	5	7
DSG3 Ab inh	96	115	104	253	.	98	90	103	103	101
MOR-DOR ag	-0.3	-4.4	5.6	-1.8	0.0	-1.6	-1.2	0.9	-2.3	0.9
OPRM1-OPRD1 inv	2	21	-33	8	0	9	6	-5	12	-5
HTR5A inv ctr	2	-12	-27	9	-1	11	-29	-7	-15	-27
PKA-R1A act	0	-9	-6	3	12	9	1	-5	-6	-3
V-ATPase pH	1	-3	-4	4	-2	-1	7	-4	-3	0
DAGLB inh	1	1	-5	1	-2	0	0	-4	1	-6
Arrestin-AP2 inh	1	21	-1	-2	109*	1	-4	27	-29	4

An excerpt from above, showing only DSG3 Ab inh, HTR5A inv ctr and V-ATPase pH.
no.	Compound	DSG3 Ab inh	HTR5A inv ctr	V-ATPase pH
27	Cc1ccc2[nH]c(=O)c3cc(C(=O)N(C)C4CCCCC4)sc3c2c1	90	-29	7
28	O=C1COc2ccc(S(=O)(=O)NCc3ccccc3)cc2N1	103	-7	-4
29	Cc1cccnc1NC(=O)c1ccc(S(=O)(=O)N2CC(C)OC(C)C2)cc1 (stereo unspecified)	103	-15	-3

Going on with the list:
31) COc1ccc(CN(C(=O)c2ccc(C)cc2)C2CCS(=O)(=O)C2)cc1 (stereo unspecified)
32) COc1ccc(C(CCO)NC(=O)c2cccs2)cc1OC (stereo unspecified)
33) Cc1ccccc1-n1ccnc1SCC(=O)Nc1cccc(S(=O)(=O)NC2=NCCC2)c1
34) COC(=O)CCC(NC(=O)c1cc(-c2ccc3c(c2)OCCO3)oc1C)C(=O)OC (stereo unspecified)
35) Oc1ccc(-c2csc(Nc3ncccn3)n2)cc1O
36) O=C(OCC(=O)N1CCCC1)c1ccccc1OCc1ccccc1
37) O=C(CN1C(=O)NC2(CCc3ccccc32)C1=O)c1ccc(Cl)cc1 (stereo unspecified)
38) Clc1ccc(SCc2cn3cccnc3n2)cc1
39) Cc1ccc(-c2c(C)sc3nc[nH]c(=O)c23)cc1C
40) Cc1ccc(S(=O)(=O)NNC(=O)c2sc(=S)n(C)c2C)cc1
Screen / compound no.	31	32	33	34	35	36	37	38	39	40
PKA-R2B activ	3	8	-4	-2	-12	9	-2	-1	5	-9
HTR5A ag	-1	1	-1	-2	-1	-1	-1	7	-3	1
DSG3 Ab inh	.	114	105	101	109	107	110	104	124	118
MOR-DOR ag	-3.8	-2.7	-4.3	-1.8	-0.7	-1.6	-1.3	-0.4	-0.5	0.1
OPRM1-OPRD1 inv	20	13	16	9	4	9	7	2	2	0
HTR5A inv ctr	3	-3	-9	-7	3	10	1	-18	10	13
PKA-R1A act	-6	-3	0	-8	-13	7	-1	3	-3	-4
V-ATPase pH	-1	-3	-5	-1	3	0	-1	0	7	1
DAGLB inh	-2	1	-3	0	6	-1	-1	-4	2	2
Arrestin-AP2 inh	-1	14	0	23	18	1	-6	7	-1	9

Three entries drawn at random from those above, as already listed:
34) COC(=O)CCC(NC(=O)c1cc(-c2ccc3c(c2)OCCO3)oc1C)C(=O)OC (stereo unspecified)
33) Cc1ccccc1-n1ccnc1SCC(=O)Nc1cccc(S(=O)(=O)NC2=NCCC2)c1
38) Clc1ccc(SCc2cn3cccnc3n2)cc1
Screen / compound no.	34	33	38
PKA-R2B activ	-2	-4	-1
HTR5A ag	-2	-1	7
DSG3 Ab inh	101	105	104
MOR-DOR ag	-1.8	-4.3	-0.4
OPRM1-OPRD1 inv	9	16	2
HTR5A inv ctr	-7	-9	-18
PKA-R1A act	-8	0	3
V-ATPase pH	-1	-5	0
DAGLB inh	0	-3	-4
Arrestin-AP2 inh	23	0	7

Next compounds:
41) CCOC(=O)c1c(/N=C/C2=C(O)CC(C)(C)CC2=O)sc(C(C)=O)c1C
42) O=C(OCc1cn([C@@H]2CN(C(=O)c3cccs3)[C@@H](c3ccc(Cl)cc3)C[C@H]2O)nn1)c1ccccc1
43) CC(C(=O)O)c1ccc(CC2CCCC2=O)cc1 (stereo unspecified)
44) CCOC(=O)CCCSc1nc2sc(C)c(C)c2c(=O)[nH]1
45) Cc1cc(C)cc(N2C(=O)CC(n3ccnc3)C2=O)c1 (stereo unspecified)
46) COC(=O)c1ccccc1NC(=O)NN1CCN(C)CC1
47) Cc1oc2c(CN3CCOCC3)c(O)ccc2c(=O)c1-c1ccc(Br)cc1
48) O=C(O)c1ccc(-n2nnnc2SCc2ccccc2F)cc1
49) COc1ccc2nc3c(nc2c1)CCCC3
50) Cc1nn2c(NCCCN(C)C)c3c(nc2c1-c1ccccc1)CCC3
Screen / compound no.	41	42	43	44	45	46	47	48	49	50
PKA-R2B activ	-20	-5	5	5	1	-6	-9	3	1	5
HTR5A ag	-5	.	3	4	2	5	-3	3	-1	1
DSG3 Ab inh	96	.	97	99	95	109	101	.	111	99
MOR-DOR ag	-0.8	.	1.7	-0.7	-2.5	-3.1	-2.0	0.2	-1.7	-0.2
OPRM1-OPRD1 inv	4	.	-10	4	10	13	12	-1	8	1
HTR5A inv ctr	12	.	14	-12	-4	-13	6	-7	3	-9
PKA-R1A act	0	2	4	5	4	-4	2	7	-4	4
V-ATPase pH	3	-1	-4	2	4	4	3	-1	1	-7
DAGLB inh	4	1	2	1	-3	-1	-2	0	-1	3
Arrestin-AP2 inh	-10	.	-5	-1	0	-6	-3	40	7	-6

51) CCN(CC)CCN(C(=O)c1ccccc1OC)c1nc2ccc(F)cc2s1
52) COc1ccc(CCNS(=O)(=O)c2ccc(OC)cc2)cc1
53) O=C(O)C1CCCCC1C(=O)Nc1ccc(Cl)cc1Cl (stereo unspecified)
54) O=C(/C=C/c1ccco1)Nc1cccnc1Cl
55) CNC(=O)c1ccc(NC(=O)c2cc(S(=O)(=O)N3CCOCC3)ccc2N2CCCC2)cc1
56) COc1ccc(C=NNC(=O)NN=Cc2ccc(OC)c(OC)c2)cc1OC
57) CC(c1ccccc1)N1CC(C(=O)N2CCN(Cc3ccc(C#N)cc3)CC2)CC1=O (stereo unspecified)
Screen / compound no.	51	52	53	54	55	56	57
PKA-R2B activ	-7	6	-9	-7	-5	-15	-8
HTR5A ag	1	4	0	0	-1	-3	1
DSG3 Ab inh	107	107	100	94	.	118	.
MOR-DOR ag	8.6	-0.4	-2.9	-1.0	0.8	0.1	-0.9
OPRM1-OPRD1 inv	-45	2	16	5	-3	-1	6
HTR5A inv ctr	-2	2	2	-2	6	12	6
PKA-R1A act	2	1	-11	-2	1	-4	-4
V-ATPase pH	4	7	2	0	0	8	-2
DAGLB inh	-6	0	2	-2	0	0	2
Arrestin-AP2 inh	2	-8	5	7	-5	12	-5
